Compound activity (PubChem BioAssay)
Xi reactivation – activators of X-chromosome reactivation in mouse fibroblasts | XiGFP mouse fibroblasts, % GFP-positive cells imaging, 3 d; cells co-treated with 5-aza-dC sensitizer; scaled so ellipticine positive control = 100% | activation, % at 7.58 µM | 360,000 compounds, 0.055% hits;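 active = mean normalized replicate activation at least 10% and every replicate at or above 10%; inconclusive = only one of the two criteria met; inactive = mean below 10% and not all replicates reach 10%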;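 note: 0% = median of on-plate neutral control wells and 100% = ellipticine 6 µM median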
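Material: XiGFP fibroblasts, SV40-immortalized. Buffer or medium: DMEM plus 5-aza-dC sensitizer. Compound: single concentration per compound, delivered by pin transfer. Times: 3 days compound exposure. Controls: ellipticine 6 µM.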
S100A4 inh HTS – inhibitors of human S100A4 binding to myosin IIA peptide | P26447 | S100A4/TAMRA-MyoIIA peptide fluorescence polarization | inhibition, % at 10.7 µM | 360,000 compounds, 0.14% hits | AID 652163;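 active = mean inhibition of at least 70% across replicates, with every replicate also reaching that level; inconclusive = mean inhibition reaches 70% but some replicates fall short; inactive = mean inhibition below 70%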
Target sequence (P26447 whole entry, looked up): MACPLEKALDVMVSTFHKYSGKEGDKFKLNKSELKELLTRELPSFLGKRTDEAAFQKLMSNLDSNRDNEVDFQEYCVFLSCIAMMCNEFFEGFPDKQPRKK
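System – human S100A4 monomer protein, biochemical binding assay · Buffer or medium – Calcium-containing HEPES buffer, pH 7.2 · Timing – 5 min between mix addition and reading · Also added – TAMRA-labelled myosin IIA heavy-chain peptide probe, 5 nM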
RAD54 branch – RAD54 (human) branch migration inhibition | Q92698 | RAD54 Holliday junction branch migration, FAM/BHQ fluorescence | inhibition, % at 10.4 µM | 360,000 compounds, 0.14% hits | AID 602329;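 active = mean normalized replicate activity at least 40 and at least half of replicates scoring 40 or more; inconclusive = only one of the two criteria met; inactive = mean below 40 and under half of replicates reaching 40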;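 note: 0% = median of neutral control wells and 100% = median of positive control wells; inhibitors cause a drop in the FAM fluorescence signal; in these data hits start at about 50%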
esBAF inh – SWI/SNF esBAF complex inhibition | mouse ES cells, Bmi1-luciferase knock-in reporter, 24 h; 100% = twice the neutral-well signal | reporter increase, % at 12.5 µM | 350,000 compounds, 2% hits | AID 602393; in the data active = activation above about 40%; inconclusive = no clear call, values can overlap the other calls;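 note: 0% = median of the plate's neutral control wells and 100% = double that signal; a rise in the Bmi1 reporter signal indicates esBAF inhibition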
EWS-Fli inh – inhibitors of EWS/Fli oncoprotein transcriptional activity | A673 NR0B1-luciferase reporter, viability-normalised | inhibition, % at 12.6 µM | 350,000 compounds, 0.67% hits;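 active = mean inhibition of at least 50% after viability correction, with every replicate also passing that limit; inconclusive = mean reaches 50% but only one of two replicates passes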;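 note: firefly luciferase signal divided by Alamar Blue viability fluorescence both relative to DMSO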
RAD52 inh – inhibitors of human RAD52 DNA annealing. recombinant RAD52 DNA annealing, FRET fluorescence. inhibition, % at 18.7 µM. 360,000 compounds, 0.46% hits. AID 651710;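 active = every replicate showing at least 50% inhibition; inconclusive = mean inhibition at least 50% but not in every replicate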
E-selectin induc – induces E-selectin expression in human endothelial cells | HUVEC E-selectin immunofluorescence imaging; normalized: neutral wells 0, TNF-alpha wells 100 | activation, % at 7.58 µM | 260,000 compounds, 0.37% hits | AID 686992;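 active = mean E-selectin-positive cell signal at least 10% of the positive control, reached in at least 60% of replicates, without over 20% cell loss; inconclusive = no rule given, readout overlaps actives, possibly toxicity-flagged; inactive = the rest, including those meeting only one limit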;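 note: in these data hits start at about 27%; measured in HUVEC primary endothelial cells; signal is the percent of cells scored E-selectin positive by PE staining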
Target sequence (P16581 whole entry, looked up): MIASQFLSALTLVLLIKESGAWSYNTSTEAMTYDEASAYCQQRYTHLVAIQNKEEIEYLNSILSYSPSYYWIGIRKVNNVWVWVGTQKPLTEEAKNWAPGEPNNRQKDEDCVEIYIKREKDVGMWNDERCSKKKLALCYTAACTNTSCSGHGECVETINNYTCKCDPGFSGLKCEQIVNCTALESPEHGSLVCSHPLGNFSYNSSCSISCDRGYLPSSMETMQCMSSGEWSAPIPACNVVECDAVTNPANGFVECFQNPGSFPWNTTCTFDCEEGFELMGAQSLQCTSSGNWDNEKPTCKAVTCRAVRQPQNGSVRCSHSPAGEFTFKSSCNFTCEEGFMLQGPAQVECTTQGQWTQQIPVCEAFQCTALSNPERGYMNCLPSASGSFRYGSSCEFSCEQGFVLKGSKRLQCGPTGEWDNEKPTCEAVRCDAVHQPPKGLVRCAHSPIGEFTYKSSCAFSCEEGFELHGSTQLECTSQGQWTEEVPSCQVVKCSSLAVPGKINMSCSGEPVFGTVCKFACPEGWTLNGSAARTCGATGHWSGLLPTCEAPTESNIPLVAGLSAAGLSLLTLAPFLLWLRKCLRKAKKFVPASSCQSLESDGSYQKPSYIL
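Test system: HUVEC; input: 3,000 HUVEC/well; measured by: immunofluorescence imaging; read-out: % PE-positive cells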
FN deposition inh – fibronectin deposition inhibition | AH1F fibroblasts, Alexa488-fibronectin deposition fluorescence, overnight | inhibition, % at 12.6 µM | AID 743247 | 350,000 compounds, 0.086% hits;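 active = mean inhibition across replicates of 30% or more, regardless of how many single replicates reach that level; inconclusive = mean under 30% yet at least half of replicates reach 30%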;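 note: positive control wells lacked labelled fibronectin entirely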
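Material – AH1F fibroblast monolayer, labelled fibronectin deposition · Reagent – labelled fibronectin 24 nM · Timing – 1 h adhesion, overnight exposure · Measured by – fluorescence at 485 nm excitation, 525 nm emission · Read-out – inhibition of fibronectin deposition signal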
Starred values were filed as active, the others as inactive; ? = inconclusive; . = no result given.

Under each structure: Xi reactivation, S100A4 inh HTS, RAD54 branch, esBAF inh, EWS-Fli inh, RAD52 inh, E-selectin induc, FN deposition inh
- C[C@@H]1CCCCO[C@@H](CN(C)Cc2ccc(C(=O)O)cc2)[C@@H](C)CN([C@@H](C)CO)C(=O)c2cc(NC(=O)NC3CCCCC3)ccc2O1
  0.1, -5, -10, -1, -11, 15, -0.3, .
- Cc1c(C(=O)OC2CCCC2)[nH]c2c1C(=O)CC(c1ccco1)C2 (stereo not given)
  0.4, -3, 6, -35, 28, -9, 0.0, -16
- CN(C)c1ccc(/C=C(\NC(=O)c2ccccc2)C(=O)N/N=C/c2ccc(C(=O)O)cc2)cc1
  0.4, -9, -31, 3, 6, -196, ., 0
- Cn1c(Cc2cccs2)nnc1SCC(=O)Nc1ccc(F)cc1F
  -0.3, 0, 2, 2, -6, -9, 0.1, -12
- COc1ccc(OC)c(C(C(=O)NC2CCCCC2)N(C(=O)c2ccccn2)c2cccnc2)c1 (stereo not given)
  0.0, -32, -2, -3, 0, -9, ., -5
- CN(Cc1cnn(C)c1)C(=O)C1CCC(=O)N(Cc2ccc(Cl)cc2)C1 (stereo not given)
  0.2, 6, 8, -14, ., -14, -0.2, 10
- O=C(CC1CC1)N1CC(=O)N2[C@@H](CO)[C@@H](c3ccc(-c4ccccc4)cc3)[C@@H]2C1
  0.5, 4, ., ., 0, -3, 0.9, .
- CN(C)S(=O)(=O)c1ccc(C(=O)OCn2nnc3ccccc3c2=O)cc1
  0.1, 2, -8, -2, -3, -6, ., 2
- Cc1ccc(S(=O)(=O)N(C)c2ccc(C(=O)NCc3ccccc3F)cc2)cc1
  1.6, 3, ., ., 10, -22, 0.5, 6
- CSc1ccc(/C=C(\NC(=O)c2ccc(C)cc2)C(=O)NN)cc1
  0.0, -9, -3, ., 13, -81, ., -2
- Cc1ccc(C)n1CCN1CCN(C(=O)CC#N)CC1
  0.0, -6, ., ., -19, -44, ., -1
- O=C(c1ccccc1)N1CCN(CC(O)COc2ccc(Br)cc2)CC1 (stereo not given)
  0.2, -7, -11, -1, 7, 7, 0.0, 2
- Cc1cc(C)c(CN2CCN(C(=O)CC[C@H]3O[C@@H](n4ccc(=O)[nH]c4=O)[C@H](O)[C@@H]3O)CC2)c(C)c1
  0.2, 1, 4, -1, -27, -11, -1.6, .
- COc1ccc(NC2=CC(c3ccc(OC)c(OC)c3)N(c3ccc(OC)cc3)C2=O)cc1 (stereo not given)
  -0.1, 4, ., ., 6, -23, 0.0, -4
- CCOCCCNC(=S)N(CCO)Cc1cc2cc3c(cc2[nH]c1=O)OCCO3
  0.0, -4, 12, 10, -4, -1, 0.8, 2
- S=C(Nc1cc(Cl)ccc1Oc1ccccc1)N1CCN(c2ccccn2)CC1
  0.3, -2, 16, -3, 14, -15, -0.2, 6
- COC(=O)CCc1c[nH]c2ccc([N+](=O)[O-])cc12
  -0.1, 11, -4, 0, 3, -16, 0.0, 4
- COc1cccc(/C=N/Nc2nc3ccccc3[nH]2)c1O
  6.4, -2, -1, 62*, -56, -13, ., 6
- COc1cccc(CNS(=O)(=O)c2c(C(=O)N3CCCCCC3)c(C)n(C)c2C)c1
  0.4, -2, -1, 6, ., -4, ., -3
- NC(=O)c1cc(S(=O)(=O)N2CCOCC2)ccc1N1CCCC1
  0.0, -2, -12, ., ., -5, 0.3, 1
- O=C(CNC(=O)c1cc2c(n(-c3ccccc3)c1=O)CCCC2=O)c1ccccc1
  0.0, -2, 14, 4, ., -7, -0.3, .
- Cc1cc(C)n2nc(C(=O)N(C)C(c3ccccc3)c3ccccc3)nc2n1
  0.0, -3, 1, -4, 3, -15, ., -2
- C[C@@H]1CN([C@@H](C)CO)C(=O)Cc2cc(NC(=O)Cc3ccccc3)ccc2O[C@H]1CN(C)CC1CC1
  6.6, ., 2, -1, -8, -11, 0.6, .
- Cc1cc(-n2c(C)cc(C(=O)CSc3nc(N)cc(=O)[nH]3)c2C)no1
  1.1, -5, -3, 6, 9, -13, -0.2, 1
- CN1CCN(S(=O)(=O)c2cccc(C(=O)Oc3cccc(C#N)c3)c2)CC1
  0.0, -15, 5, -5, 1, -6, ., 2
- COC1=NS(=O)(=O)c2ccccc21
  0.0, 18, ., ., 3, 7, -1.1, 10
- COc1cc(Nc2cc(C)nc3ncnn23)cc(OC)c1OC
  0.2, -3, -7, -5, -3, 2, 0.9, 7
- CN=c1nc(-c2ccccc2)n(-c2ccccc2)s1
  0.1, -6, 1, 55*, -60, -17, 0.2, -8
- CN(C)CCN(C(=O)c1ccc2c(c1)OCCO2)c1nc2ccc(Cl)cc2s1
  0.1, -3, -2, 26, -51, 5, 0.3, -3
- C[C@H]1CN([C@@H](C)CO)C(=O)Cc2cc(NC(=O)Nc3cccc4ccccc34)ccc2O[C@@H]1CN(C)S(=O)(=O)c1ccc(F)cc1
  0.1, -3, 0, -2, 12, 6, 1.2, .
- COc1ccc(NC(=O)Nc2ccc3c(c2)CC(=O)N([C@@H](C)CO)C[C@H](C)[C@H](CN(C)Cc2ccc(Oc4ccccc4)cc2)O3)cc1
  -1.1, 7, 6, 2, -4, 26, 7.1, .
- CC(C)(C)NC(=O)COc1ccc(CNc2ncn[nH]2)cc1
  0.1, -1, ., ., -1, -19, -0.1, 2
- CCc1ccc(NC(=S)Nc2ccc(S(=O)(=O)Nc3ncccn3)cc2)cc1
  3.0, -12, ., 9, -12, -13, 0.3, 3
- COc1ccccc1-n1c(-c2cc(-c3ccc(F)cc3)n[nH]2)n[nH]c1=S
  0.0, 0, 9, 4, 10, -15, ., -2
- CC(C)(C)C1CCC(C(=O)OCC(=O)N2CCN(C(=O)c3ccco3)CC2)CC1 (stereo not given)
  0.0, -7, 1, -7, -5, -7, 0.1, -1
- CCC(C)(C)NC(=O)Cn1c(-c2ccccc2)cc(C(C)=O)c1C
  0.0, 2, ., ., 5, -7, ., -5
- Oc1ccc(-c2nccc(-c3ccccn3)n2)cc1
  0.3, -1, 13, 60*, -70, -4, ., 7
- Cc1ccccc1-n1c(SCC(=O)N(C)C2CCS(=O)(=O)C2)nc2ccccc2c1=O (stereo not given)
  -0.1, 3, 5, ., -2, -7, 1.2, -9
- C[C@@H]1CN([C@H](C)CO)C(=O)Cc2cc(NC(=O)Nc3ccc(C(F)(F)F)cc3)ccc2O[C@@H]1CN(C)Cc1ccc(C(=O)O)cc1
  -0.9, 9, 0, 0, -9, -7, ., .
- Nc1ccc(-c2nc3c(ccc4ccccc43)[nH]2)cc1
  0.0, -3, 50*, -24, -44, -14, ., -4
- CCOc1ccccc1N1CCN(Cc2cc3c(cc2[N+](=O)[O-])OCO3)CC1
  0.0, -2, 3, 10, 15, -19, -0.2, 5
- C[C@@H]1CN([C@@H](C)CO)C(=O)c2cc(/C=C/c3ccccc3)cnc2O[C@H]1CN(C)C(=O)NC1CCCCC1
  -0.9, 1, 10, -1, -3, -12, 0.3, 7
- COc1cccc(NC(=O)C2Cc3ccccc3CN2C(=O)c2ccco2)c1 (stereo not given)
  0.1, -5, 3, 57*, -132, -55, 0.4, 2
- O=C(Cc1ccncc1)NCC[C@H]1CC[C@H](NC(=O)C2CC2)[C@H](CO)O1
  0.4, 17, -6, -3, -1, -26, -0.5, -3
- Cc1noc(C)c1NC(=O)N(C)C[C@H]1Oc2ccc(NS(=O)(=O)c3cccs3)cc2CC(=O)N([C@H](C)CO)C[C@@H]1C
  -0.6, ., 7, 3, 5, ., -15, .
- CCOC(=O)C1=CCC(c2ccccc2)N(S(C)(=O)=O)C1 (stereo not given)
  0.0, -5, ., ., 12, -6, 0.0, -4
- O=C(OCc1ccccc1F)c1cc2ccccc2cc1O
  0.3, -5, 0, 21, -6, -15, 0.0, 0
- O=C(N/N=C/C=C\c1ccco1)c1cccs1
  0.0, -19, ., ., -61, -26, ., -14
- O=C(NCc1n[nH]c(=S)n1-c1cccc(C(F)(F)F)c1)c1ccco1
  0.5, 5, 11, 2, 0, -11, 17, -2
- CCN(C)C1CN(Cc2cn(Cc3ccc(Cl)cc3)nn2)S(=O)(=O)C1 (stereo not given)
  -0.1, -1, ., ., -18, -12, 0.0, -3
- Cc1ccc(S(=O)(=O)N2CCOCC2)c(C)c1NS(C)(=O)=O
  0.4, ., ?, -2, ., ., -0.4, 1
- C#CCOCCOCCOCCNc1nc(N2CCN(C(=O)[C@H](CCCCN)n3cc([C@@H](N)[C@H](C)CC)nn3)CC2)nc(N2CCN(C(=O)[C@H](CCC(=O)O)n3cc([C@@H](N)CCSC)nn3)CC2)n1
  -0.2, -6, -5, -5, -1, 3, 1.1, 1
- COc1ccc(C(=O)N(c2ccccn2)C2CCCCC2)c(OC)c1
  0.2, -1, 7, -9, 1, -11, 3.8, 9
- C[C@H](CO)N1C[C@H](C)[C@H](CN(C)C(=O)Nc2ccc3c(c2)OCO3)Oc2ccc(NC(=O)NC3CCCCC3)cc2C1=O
  -0.2, 8, -8, 4, -6, 0, 0.0, 5
- COc1ccccc1N1CCN(C(=O)c2cc(C)on2)CC1
  0.2, -1, 0, 0, 7, 1, ., -18
- CC(=O)N1[C@H](C(=O)NCCCN(C)C)[C@@H](CO)[C@@H]2Cn3c(ccc(-c4cccc(F)c4)c3=O)[C@@H]21
  -0.1, 101*, -3, -2, 6, 11, -1.4, .
- CN(CC(=O)N1CCN(c2ccccn2)CC1)S(=O)(=O)c1cccc2nsnc12
  0.3, ., -3, 0, ., ., -0.2, 1
- Cc1ccc(N(CC(=O)NCC2CCCO2)C(=O)CCC(=O)Nc2ccccn2)cc1 (stereo not given)
  0.0, -7, ., ., -1, -20, 6.7, 11
- Cc1ccc(S(=O)(=O)N(C)C[C@@H]2Oc3c(NC(=O)Nc4ccccc4)cccc3C(=O)N([C@@H](C)CO)C[C@@H]2C)cc1
  1.5, 11, 1, 5, -2, 5, 0.1, .
- Cc1cc([N+](=O)[O-])ccc1NC(=O)CSc1nnc(C)n1C
  0.0, -8, 5, -10, -2, -25, -0.1, -7

(continued)
Under each structure: Xi reactivation, S100A4 inh HTS, RAD54 branch, esBAF inh, EWS-Fli inh, RAD52 inh, E-selectin induc, FN deposition inh
- COC(CNC(=O)C(=O)NCC1OCCN1S(=O)(=O)c1ccccc1)OC (stereo not given)
  0.0, -1, -10, ., ., -9, 1.3, .
- COc1cc(/C=N/NC(=O)c2cc(-c3ccccc3)nc3ccccc23)cc(OC)c1O
  0.0, 1, -3, -6, 7, -9, ., 2
- Cc1ccc(S(=O)(=O)NCC2CCC(C(=O)N3CCOCC3)CC2)cc1 (stereo not given)
  0.0, 0, 15, -10, 4, -10, ., -3
- Fc1ccc(-c2csc(NC(=S)Nc3ccccc3)n2)cc1
  0.3, -2, 2, 5, 2, -4, 0.2, -3
- CC(C)NC(=O)NC(=O)COC(=O)/C=C/c1ccc2c(c1)OCO2
  -0.1, -1, -18, 2, -4, -19, 0.4, 3
